# Vif-A3G inh: Vif-A3G binding inhibition; Q9HC16; HeLa A3G-eYFP + Vif (tagged APOBEC3G with the HIV-1 protein that degrades it), YFP fluorescence, overnight; Potency, µM (top dose mostly 46.1 µM), for the others: at the top dose activity, negative = active, actives largely listed as inhibitors; actives 0.076% (n = 410,000);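 further: potency means the concentration at half of the fitted maximal effect; on the % scale 0 is the no-effect control and ±100 the full control effect; nearly all actives have a fitted effect of over 60% in size; hits raise eYFP signal because A3G escapes Vif-driven loss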
#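 Read-out is eYFP fluorescence (Ex 488/Em 500-530) from Vif-expressing HeLa A3G-eYFP cells; more signal means A3G escaped Vif-mediated degradation. Cells plated overnight, compound pinned in, incubated overnight at 37 deg C.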
# 12-LOX inh: blocks human arachidonate 12S-lipoxygenase; P18054; actives 1.1% (n = 580,000); Potency, µM (top dose mostly 108 µM), inactives show top-dose activity change, negative = inhibition, most hits filed as inhibitors; purified 12hLO, xylenol orange hydroperoxide absorbance; further: potency means the concentration at half of the fitted maximal effect; on the % scale 0 is the no-effect control and ±100 the full control effect
#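 Hydroperoxide product was detected by ferrous iron/xylenol orange as the 573 to 405 nm absorbance ratio. Arachidonic acid at 40 uM (final) was turned over for 30 min at room temperature by 150 nM human 12hLO, pH 7.0 Hepes buffer, after 15 min compound preincubation.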
# D2 ag: agonists of human D2 dopamine receptor. AID 485358. P14416. activation, % at 2 µM. HEK293 T-REx D2 cells, calcium flux agonist mode. actives 0.53% (n = 340,000);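 active means activation over 3 SD above normal in the single-dose calcium agonist read, cut at about 30% in these data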; further: 0% is about no effect
#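 Tetracycline-induced HEK293 T-REx cells with force-coupled D2 receptor, plated overnight at 30 C, loaded with no-wash calcium dye. After a 10 s baseline, compound was pin-added and calcium flux read kinetically for 180 s; calcium rises flagged agonists.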
# Vif-A3F inh: blocks the Vif interaction with APOBEC3F. Potency, µM (titrated, usually from 46.1 µM), for inactives: top-dose activity, negative = active. AID 602313. actives 0.2% (n = 390,000). HeLa A3F-eYFP + Vif (tagged APOBEC3F with the HIV-1 protein that degrades it), YFP fluorescence increase; further: potency means the concentration at half of the fitted maximal effect; % of control where 0% means no effect; nearly all actives have a fitted effect of over 65% in size
#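 HeLa cells stably expressing Vif plus C-terminally eYFP-tagged A3F were seeded, incubated overnight at 37 deg C, dosed with compound, incubated overnight again at 37 deg C. Yellow fluorescence (Ex 488/Em 500-530) reported blocked Vif-mediated A3F-eYFP degradation.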
# ERG Ets-DNA blk: ERG Ets/DNA interaction inhibition; P11308; fluorescence polarization, His-ERG Ets domain / labelled DNA; Potency, µM (doses to about 76.9 µM), without a hit: at the highest dose FP activity, negative = inhibition, actives largely listed as inhibitors; actives 0.028% (n = 370,000); active means well fitted inhibition curve with a large enough effect in the polarisation, with a control signal flat; inconclusive means small, poorly fitted or top-dose-only effect, or effect the other way, or a change in a side signal; inactive means no such curve, though single readings can be large or run the other way; the % refers to the polarisation;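 further: polarization taken with two DNA probes labelled with fluorescein and Texas red; potency means the concentration at half of the fitted maximal effect; % of control where 0% means no effect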
# Target sequence (P11308 whole entry, looked up, the tested form may be a part): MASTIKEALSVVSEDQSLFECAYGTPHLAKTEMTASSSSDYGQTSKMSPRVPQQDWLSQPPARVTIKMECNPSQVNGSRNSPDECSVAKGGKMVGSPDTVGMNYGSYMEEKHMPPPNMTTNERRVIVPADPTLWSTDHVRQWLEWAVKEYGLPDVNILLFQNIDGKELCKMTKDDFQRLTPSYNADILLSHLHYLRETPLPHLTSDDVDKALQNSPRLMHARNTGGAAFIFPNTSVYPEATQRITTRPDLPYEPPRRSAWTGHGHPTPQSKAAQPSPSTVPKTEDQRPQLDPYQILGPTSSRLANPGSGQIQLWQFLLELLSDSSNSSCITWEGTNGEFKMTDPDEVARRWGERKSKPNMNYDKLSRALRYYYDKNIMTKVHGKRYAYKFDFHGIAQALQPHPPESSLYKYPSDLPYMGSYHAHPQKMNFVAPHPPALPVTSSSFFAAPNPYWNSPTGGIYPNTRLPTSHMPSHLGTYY
#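 His-tagged ERG Ets domain (1 uM in the protein solution; 300mM KCl, 50mM Tris-HCl, 1mM EDTA, 1mM DTT, pH 7.5) received compound, then a probe mix of 5 nM fluorescein-DNA and 100nM Texas-615-DNA. Fluorescence polarization was read for both dyes.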
# GRP78 ERSR act: induces the endoplasmic reticulum stress response in human glioma cells; Potency, µM, for inactives: top-dose activation, hits mostly activators; U87-MG GRP78 promoter luciferase reporter, 16 h; actives 0.02% (n = 420,000); further: potency means the concentration at half of the fitted maximal effect; series mostly up to about 76 µM; % of control where 0% means no effect; nearly all actives have a fitted effect of over 35% in size
#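 Stably transfected U87-MG glioma cells carrying a GRP78-based luciferase sensor; 16 h compound incubation. Luminescence end-point read 10 min after Bright-Glo addition at room temperature.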
# RGS4 inhibitor: blocks human RGS4-accelerated GTP hydrolysis; P49798; Transcreener GDP fluorescence polarization, RGS4-accelerated GTP hydrolysis; Potency, µM (series often up to 114 µM), for inactives: at the top dose activity change, negative = inhibition, most hits filed as inhibitors; actives 0.039% (n = 390,000); further: potency means the concentration at half of the fitted maximal effect; on the % scale 0 is the no-effect control and ±100 the full control effect; nearly all actives have a fitted effect of over 75% in size; some results filed as inactive show a strong effect at the top dose
# Target sequence (P49798 whole entry, looked up): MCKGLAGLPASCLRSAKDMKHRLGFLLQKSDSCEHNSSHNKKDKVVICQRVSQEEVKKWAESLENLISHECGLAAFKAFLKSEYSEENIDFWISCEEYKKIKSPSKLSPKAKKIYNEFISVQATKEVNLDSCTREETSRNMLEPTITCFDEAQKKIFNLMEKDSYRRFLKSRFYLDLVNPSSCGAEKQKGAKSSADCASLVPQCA
#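 MLSMR compounds (23 nl, pin-transferred) preincubated 10 min at room temperature with a 500nM (2x) first reagent, then RGS4 at 900nM (2x) plus Transcreener GDP mix added; fluorescence polarization (620/688 nm) read before and after 90 min at 30 °C.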
# LDHA block: LDHA (human) enzyme inhibition. P00338. purified LDHA, NADH/diaphorase-resazurin fluorescence; active compounds read low. activity change, % (values are at about 110 or 230 µM). actives 0.15% (n = 480,000); in the data active means activity change below about -30%; inconclusive means mostly about -25% to -30%;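 further: plate controls were DMSO wells for no effect and wells without enzyme for full effect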
#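 Remaining NADH was detected by diaphorase (0.133 mg/mL) converting 37 µM resazurin to fluorescent resorufin, read at 0 and 20 minutes. The preceding 5-minute room-temperature reaction used 2 nM LDHA, 0.2 mM sodium pyruvate and 0.06 mM NADH at pH 7.4.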
# D2 antagonist: antagonizes the human D2 dopamine receptor | inhibition, % at 10 µM | HEK293 TREx D2 cells, calcium flux, dopamine EC80 | actives 2% (n = 340,000) | P14416 | AID 485344; in the data active means inhibition above about 30%; further: 0% is about no effect
#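 Measurement of antagonist activity uses fluorescent calcium dye in inducible HEK293 T-REx D2 cells: 10 s baseline, compound addition with 180 s read, EC80 dopamine addition with a further 180 s read.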
# An asterisk follows results filed as active; ? = inconclusive; . = not tested or not shown; & = joins results of further samples; [ ] = another dose, or the depositor's remark. Unless noted, the call rests on the fitted dose curve; in most records, active means well fitted curve in the direction sought with a large enough effect; inconclusive means small, poorly fitted or top-dose-only effect, or another doubt; inactive means no such curve, though single readings can be large; an effect the other way counts as inactive or inconclusive. Not all compounds are listed; count on the stated rates, not on these rows.
SMILES | Vif-A3G inh | 12-LOX inh | D2 ag | Vif-A3F inh | ERG Ets-DNA blk | GRP78 ERSR act | RGS4 inhibitor | LDHA block | D2 antagonist
CCCN1CCC(NC(=S)Nc2cccc(Cl)c2Cl)CC1 | -6% | -9% | -0.7 | 0% | 12% | -4% | -13% | 0 | 29
CCC(C)N(C(=O)Cn1nc(C)c([N+](=O)[O-])c1C)C1CCS(=O)(=O)C1 (configuration not stated) | 0% | -6% | 0.7 | 1% | -12% | -6% | -22% | -2 | 16
COc1cc(NC(=O)CSc2nnc(-c3ccncc3)n2C2CCCCC2)ccc1NC(=O)c1ccco1 | 0% | -6% | . | 1% | . | 1% | -11% | 5 | .
O=C(NCCN1CCN(C(=O)NC2CCCCC2)CC1)NC1CCCCC1 | -10% | 2% | 0.8 | ? | 12% | -4% | -12% | -6 | -2
O=C(Nc1ccccc1C(F)(F)F)C1CCN(C(=O)c2cccs2)CC1 | -3% | 6% | -0.7 | ? | 13% | -3% | -7% | -12 | -9
COCCNC(=O)C1(C)CCCN(C(=O)c2ccc(N(C)C)cc2)C1 (configuration not stated) | 1% | 4% | . | . | . | -2% | . | -6 | .
Cc1ccc(S(=O)(=O)N2CCCCC2)cc1NC(=O)COC(=O)c1ccc(O)cc1 | -2% | -15% | 1.7 | 4% | 7% | 1% | -23% | 4 | 18
Cc1ccc(-n2nc3c(N4CCC(C(=O)N5CCN(C)CC5)CC4)nnc(C)c3c2C)cc1 | 0% | 4% | -1.0 | 5% | -6% | 2% | 7% | -4 | 8
O=C(NC1CC(=O)N(c2ccc(F)cc2)C1)C(=O)c1c[nH]c2ccccc12 (configuration not stated) | 2% | -1% | 0.2 | 7% | 0% | -5% | -16% | -4 | -3
COc1ccc(NC(=S)NNS(=O)(=O)c2ccc3ccccc3c2)c(OC)c1 | 0% | ? | 1.6 | 5% | -3% | 0% | ? | 20 | 43*
Cc1cc2[nH]c(=O)c(=O)[nH]c2cc1S(=O)(=O)N1CCN(c2cccc(C(F)(F)F)c2)CC1 | -7%&1% | ? | -1.3&0.5 | -3%&4% | -8%&0% | -6%&-4% | 11%&-13% | -11&-1 | 0
CCc1ccc(NC(=O)Cn2c3ncccc3c(=O)n2-c2ccc(C)c(C)c2)cc1 | -2% | -10% | -0.2 | -3% | 0% | 1% | -25% | 1 | .
CN(C)c1nc2c(c(N)nn2-c2ccc(Cl)cc2)c(=O)o1 | 3% | ? | 2.7 | -5% | 3% | -5% | -28% | 3 | -5
O=C(NC(=S)N1CCN(C(c2ccccc2)c2ccccc2)CC1)c1ccc(S(=O)(=O)N2CCOCC2)cc1 | 0% | -11% | -0.4 | -5% | 16% | -5% | -21% | -10 | 7
O=C(COC(=O)C1CC2CCCC(C1)C2=O)c1cccc(Br)c1 (configuration not stated) | 3% | 419%[activator] | -0.1 | -1% | -1% | -3% | 14% | -18 | -13
Cc1ccc(C(=O)NCCCN2CCOCC2)c(C)c1 | -4% | 22% | -0.3 | -23% | 6% | 3% | 3% | 0 | -18
CCCCC(CC)CNC(=O)c1ccc2c(c1)OCO2 (configuration not stated) | 2% | -30% | -0.1 | -5% | . | 2% | -7% | -3 | -3
CCN1C(=O)[C@H]2[C@@H](c3ccc(-c4cccc(Cl)c4)c(OC)c3)N[C@@](Cc3ccccc3)(C(=O)OC)[C@H]2C1=O | 0% | -21% | 0.8 | 1% | -3% | -4% | -12% | 2 | -9
COc1ccc(CNC(=O)Cn2ccc3cc(S(=O)(=O)N4CCCC4)ccc32)cc1OC | -1% | 11% | -0.1 | -9% | -5% | -3% | -32% | -1 | -3
Cc1ccc(N2CC(NC(=O)C3CCCC3)CC2=O)cc1C (configuration not stated) | 1% | -17% | . | -12% | 1% | -1% | -3% | -12 | .
CCCCN1C[C@H](C)[C@@H](CC(=O)Nc2ccc(OC)cc2)C1=O | 0% | -5% | . | -5% | . | -1% | . | -9 | .
Cn1c(N)c(C(=O)COC(=O)C2CCC(C(C)(C)C)CC2)c(=O)n(C)c1=O (configuration not stated) | -6% | 0% | 1.8 | -3% | 0% | -3% | -27% | -11 | -1
CCCN(S(=O)(=O)c1ccc(OCC)cc1)S(=O)(=O)c1cccs1 | 1% | 7% | 1.7 | -6% | -8% | 0% | 24% | -1 | 19
CCc1ccc(NC(=O)CN2CCN(C3CCCCC3)C(=O)C2=O)cc1 | 2% | -7% | 1.7 | -6% | -8% | -4% | -9% | 0 | .
Clc1ccc(Nc2ncnc3c2nnn3Cc2ccccc2)cc1 | -6% | 0% | -0.1 | -32% | 4% | 5% | -8% | -3 | 5
CC1CCC(N2CC(=O)N(C3CCCCC3)C(c3ccc(Cl)cc3)C2=O)CC1 (configuration not stated) | -2% | -18% | 1.0 | -2% | -2% | 2% | 17% | -4 | .
COc1ccc(-c2noc(CSc3nc4sc(C)c(C)c4c(=O)n3-c3ccccc3)n2)cc1 | 0% | -13% | 0.7 | 0% | 9% | -3% | -26% | -2 | 6
CCOc1ccc(CNC(=O)c2ccccc2NC(=O)C2=CSCCO2)cc1 | 5% | 4% | -0.3 | 0% | -3% | 6% | 1%[11.4 µM] | -9 | 15
CSc1ncccc1C(=O)Nc1nccs1 | 4% | -8% | -3.0 | 3% | 0% | -6% | -10% | -8 | -11
O=C(NN1CCOCC1)c1ccco1 | 0% | 1% | 0.6 | 1% | 2% | -1% | 3% | 0 | 15

# By substructure: the compounds so far containing a halogen (9)
SMILES | Vif-A3G inh | 12-LOX inh | D2 ag | Vif-A3F inh | ERG Ets-DNA blk | GRP78 ERSR act | RGS4 inhibitor | LDHA block | D2 antagonist
CCCN1CCC(NC(=S)Nc2cccc(Cl)c2Cl)CC1 | -6% | -9% | -0.7 | 0% | 12% | -4% | -13% | 0 | 29
O=C(Nc1ccccc1C(F)(F)F)C1CCN(C(=O)c2cccs2)CC1 | -3% | 6% | -0.7 | ? | 13% | -3% | -7% | -12 | -9
O=C(NC1CC(=O)N(c2ccc(F)cc2)C1)C(=O)c1c[nH]c2ccccc12 (configuration not stated) | 2% | -1% | 0.2 | 7% | 0% | -5% | -16% | -4 | -3
Cc1cc2[nH]c(=O)c(=O)[nH]c2cc1S(=O)(=O)N1CCN(c2cccc(C(F)(F)F)c2)CC1 | -7%&1% | ? | -1.3&0.5 | -3%&4% | -8%&0% | -6%&-4% | 11%&-13% | -11&-1 | 0
CN(C)c1nc2c(c(N)nn2-c2ccc(Cl)cc2)c(=O)o1 | 3% | ? | 2.7 | -5% | 3% | -5% | -28% | 3 | -5
O=C(COC(=O)C1CC2CCCC(C1)C2=O)c1cccc(Br)c1 (configuration not stated) | 3% | 419%[activator] | -0.1 | -1% | -1% | -3% | 14% | -18 | -13
CCN1C(=O)[C@H]2[C@@H](c3ccc(-c4cccc(Cl)c4)c(OC)c3)N[C@@](Cc3ccccc3)(C(=O)OC)[C@H]2C1=O | 0% | -21% | 0.8 | 1% | -3% | -4% | -12% | 2 | -9
Clc1ccc(Nc2ncnc3c2nnn3Cc2ccccc2)cc1 | -6% | 0% | -0.1 | -32% | 4% | 5% | -8% | -3 | 5
CC1CCC(N2CC(=O)N(C3CCCCC3)C(c3ccc(Cl)cc3)C2=O)CC1 (configuration not stated) | -2% | -18% | 1.0 | -2% | -2% | 2% | 17% | -4 | .

# Additional structures follow.
SMILES | Vif-A3G inh | 12-LOX inh | D2 ag | Vif-A3F inh | ERG Ets-DNA blk | GRP78 ERSR act | RGS4 inhibitor | LDHA block | D2 antagonist
COc1ccc(NC(=S)NN2C(C)CCCC2C)cc1 (configuration not stated) | 0% | ? | 3.2 | ? | -28% | -3% | -15% | -4 | -1
O=C(CC1(c2ccc(Cl)cc2)C2CC3CC(C2)CC1C3)NCCO (configuration not stated) | -27% | 0% | 0.0 | -13% | 0% | -2% | -5% | -4 | -11
CCN1CCCC(OC(=O)c2cc(-c3ccc(C)cc3)nc3ccccc23)C1 (configuration not stated) | 4% | ? | 10 | ? | 0% | -4% | 6% | -3 | -9
CNC(=O)C1CC(=O)N(CCc2ccc(C)cc2)C1 (configuration not stated) | 2% | 12% | 0.4 | ? | 9% | -1% | -19% | 1 | 8

# Taken from above:
# COc1ccc(NC(=S)NN2C(C)CCCC2C)cc1 (configuration not stated) | RGS4 inhibitor = -15%
# CCN1CCCC(OC(=O)c2cc(-c3ccc(C)cc3)nc3ccccc23)C1 (configuration not stated) | LDHA block = -3

# Screening data (PubChem BioAssay)
